M. tuberculosis: growth inhibition of non-replicating M. tuberculosis (AID 488890); one-dose inhibition, % at 25 µM; IC50 in µM for titrated hits; Mycobacterium tuberculosis non-replicating, growth inhibition; higher % means a stronger effect; actives 0.39% (n = 320,000); in the data active = a potency from the dose series; inconclusive = inhibition mostly from about 82% at the one dose, without a potency; inactive = the rest, 99 in 100 with inhibition below about 76%;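 note: plate controls were DMSO cells for no effect and high antibiotic wells for full effect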
H37Rv inhibition: M. tuberculosis growth inhibition, HTS (AID 449762); M. tuberculosis H37Rv growth inhibition, 7H9 media; higher % means a stronger effect; inhibition, % at 25 µM, or IC50 in µM where a hit was titrated; actives 0.59% (n = 330,000); in the data active = a potency from the dose series; inconclusive = inhibition above about 70% without an active follow-up result;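 note: bacterial growth assessed after seven days of incubation; strong numbers were not always called active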
PhoP GFP inhibition: PhoP regulon inhibitors, Salmonella typhi PhoP promoter GFP reporter, confirmatory (AID 1850); Salmonella Typhi PhoP-promoter GFP reporter, fluorescence, 4 h; higher % means a stronger effect; actives 0.33% (n = 310,000); one-dose inhibition, % at 50 µM; IC50 in µM for titrated hits; in the data active = a potency from the dose series; inconclusive = inhibition mostly from about 25% at the one dose, without a potency; inactive = the rest, 99 in 100 with inhibition below about 19%;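 note: 0% = induced wells with vehicle and 100% = uninduced wells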
inhibitors of VEEV: inhibitors of VEEV TC-83 cytopathic effect, confirmation, Vero cells (AID 588727) | Vero cells, VEEV TC-83 cytopathic effect inhibition; higher % means a stronger effect | one-dose inhibition, % at 20 µM; IC50 in µM for titrated hits | actives 0.13% (n = 350,000); in the data active = a potency from the dose series; inconclusive = inhibition mostly from about 14% at the one dose, without a potency; inactive = the rest, 99 in 100 with inhibition below about 12%; note: strong numbers were not always called active
influenza NS1A: H1N1 influenza NS1A inhibitors, functional cell based assay (AID 504329). NS1A functional cell-based assay, percent inhibition; higher % means a stronger effect. inhibition, % at 12.5 µM; hits with a dose series show IC50 in µM. actives 0.3% (n = 340,000); in the data active = a potency from the dose series; inconclusive = inhibition above about 27% without an active follow-up result; note: strong numbers were not always called active
inhibitors of VEEV 10K pilot screen: second read-out of inhibitors of VEEV, no call of its own (marks repeat the call); inhibition, %; measured here: 10K pilot screen inhibition
Active calls of the source: *; i = inactive; ? = inconclusive; . = no result given.

SMILES	M. tuberculosis	H37Rv inhibition	PhoP GFP inhibition	inhibitors of VEEV	influenza NS1A	others
COc1ccccc1NC(=O)c1cc(Br)ccc1Cl	9.6%	3.6%	3.7%	1.8%	12.4%
O=C(CN1CCN(S(=O)(=O)N2CCCCCC2)CC1)Nc1cc(Cl)ccc1Cl	5.7%	1.5%	1.5%	i	0.3%
COc1ccc(CNS(=O)(=O)c2ccc(-n3cnnn3)c(OC)c2)cc1	5.9%	-3.0%	2.7%	i	-4.0%
CC(=O)c1cc(C#N)c(SCc2ccccc2)nc1C	1.3%	0.5%	-29.5%	3.2%	-1.8%
CCN1CCN(CC(=O)NC2CCCCC2)C(=O)C1=O	.	1.2%	-19.9%	i	25.4%
CCOC(=O)C1=C(N)n2c(s/c(=C\c3ccco3)c2=O)=C(C(=O)OC(C)C)C1c1ccco1 (centres undefined)	1.4%	0.1%	10.3%	i	11.0%
CCOc1ccc(C(=O)NCc2ccco2)cc1	41.0%	-2.7%	3.6%	2.0%	1.2%
O=C(COc1ccc(-n2ccnc2)cc1)Nc1cccc(Cl)c1	?	-3.4%	16.4%	0.6%	3.6%
Cc1cc(NC(=O)C2CC2)ccc1NC(=O)c1cccs1	7.8%	-16.1%	5.6%	4.2%	2.6%
O=C1CCC(/C=C/c2ccccc2)=NN1Cc1ccccc1	-12.1%	-5.6%	-1.4%	0.5%	-1.2%
CC(C)NC(=O)COc1coc(CN2CCN(c3cccc(Cl)c3)CC2)cc1=O	8.1%	0.4%	2.5%	1.6%	-10.7%
O=C(CSc1nnc(-c2ccccc2F)n1C1CC1)Nc1ccc2[nH]c(=O)[nH]c2c1	3.9%	-13.7%	5.4%	9.6%	4.1%
CCCCN1C[C@H](Cc2ccccc2)[C@@H](CC(=O)Nc2ccccc2)C1=O	10.6%	0.4%	4.6%	0.8%	-4.5%
C/C(=C\C(=O)c1ccc(Br)cc1)NNC(=O)c1ccc(O)cc1	67.2%	12.2%	4.5%	0.5%	-1.1%
Cc1ccc(C(=O)N2CCC(C(=O)c3c(C)cc(C)cc3C)CC2)cc1	16.6%	11.4%	1.8%	4.1%	-20.9%
CCCCOC(=O)C1=C(C)Nc2ncnn2C1c1ccc(OC)c(OC)c1 (centres undefined)	4.3%	4.2%	11.6%	i	-2.8%
O=C(CSc1ncnc2nc[nH]c12)N1CCOCC1	-5.7%	-12.0%	-1.9%	0.5%	0.9%
COc1ccc(NC(=O)c2ccccc2N2C(=O)C3C4C=CC(C5CC45)C3C2=O)c(OC)c1 (centres undefined)	3.9%	-2.0%	-3.9%	i	-3.1%
COc1ccccc1N(C)S(=O)(=O)c1ccc(C(=O)NNC(=O)c2ccccc2O)cc1	.	.	.	3.3%	-2.8%
COc1ccc(NC(=O)CN2CCN(c3nc(-c4ccc(F)cc4)cs3)CC2)c(OC)c1	1.9%	8.7%	4.2%	i	8.4%
CCC(C)c1ccc(S(=O)(=O)Nc2cccnc2)cc1 (centres undefined)	6.7%	-2.0%	1.6%	i	-6.4%
Clc1ccc(SCCCCn2cncn2)cc1	26.1%	6.2%	-0.8%	0.3%	8.2%
O=C(CC1Sc2ccccc2NC1=O)NCc1ccccc1 (centres undefined)	2.1%	-11.9%	-2.0%	i	-24.2%
COc1cccc(Nc2nc(-c3ccccc3O)nc3ccccc23)c1	12.3%	-6.0%	7.0%	1.9%	-13.4%
CCOC(=O)C1C(c2ccccc2)NC(=S)NC1(C)O (centres undefined)	-3.5%	-10.9%	-10.4%	4.9%	9.2%

The last 3 entries of the section before lead into the next:
SMILES	M. tuberculosis	H37Rv inhibition	PhoP GFP inhibition	inhibitors of VEEV	influenza NS1A	others
O=C(CC1Sc2ccccc2NC1=O)NCc1ccccc1 (centres undefined)	2.1%	-11.9%	-2.0%	i	-24.2%
COc1cccc(Nc2nc(-c3ccccc3O)nc3ccccc23)c1	12.3%	-6.0%	7.0%	1.9%	-13.4%
CCOC(=O)C1C(c2ccccc2)NC(=S)NC1(C)O (centres undefined)	-3.5%	-10.9%	-10.4%	4.9%	9.2%
COc1cc(/C=C2\SC(=S)N(CCC(=O)Nc3ccccc3)C2=O)cc(OC)c1OC	1.9%	-3.4%	2.2%	0.3%	-0.9%
Nn1c(Cc2cccc3ccccc23)nnc1SCn1nnc2ccccc2c1=O	-5.0%	-8.3%	-7.8%	8.2%	-16.3%
CCOc1ccccc1N1CCN(C(=O)c2ccccc2SCC(=O)N2CCCC2)CC1	6.1%	-27.6%	-9.6%	8.3%	-6.5%
CC[C@]1(c2ccccc2)C(=O)N(C(=O)OC)N1C(=O)OC	-6.6%	-4.5%	1.4%	i	17.7%
COc1ccccc1C(=O)Nc1ccc(S(=O)(=O)NC2=NCCCCC2)cc1	12.9%	-9.5%	8.6%	1.2%	2.0%
COC(=O)C(C(=O)OC)C(C(C)C)C(C(=O)OC)C(=O)OC	-6.6%	-5.7%	-4.6%	0.6%	-8.0%
O=C(NCCc1ccccc1)C1c2ccccc2C(=O)N1Cc1cccs1 (centres undefined)	5.8%	10.8%	14.3%	i	4.0%
CN1CCC(=NNC(=O)c2ccc(N(Cc3ccc(Cl)cc3)S(C)(=O)=O)cc2)CC1	9.8%	1.9%	3.2%	1.1%	29.9%
O=C1/C(=C/C=C/c2ccco2)SC(=S)N1NS(=O)(=O)c1ccccc1	-7.3%	3.3%	-3.0%	i	3.7%
Cc1ccc(S(=O)(=O)N2CCCC(C(=O)N(Cc3cccs3)C3CC3)C2)cc1 (centres undefined)	5.9%	-17.0%	10.4%	i	0.6%
CCOc1cc(N2CCOCC2)c(OCC)cc1NC(=O)COC(=O)c1c(CC)noc1C	6.1%	-9.3%	.	4.3%	-4.7%
COc1cc(C(C)=O)ccc1OC(C)C(=O)Nc1ccc(S(=O)(=O)N2CCCC2)cc1 (centres undefined)	-1.1%	-1.1%	.	4.2%	-8.3%
O=C1ON=C(c2ccccc2)/C1=C/c1ccc(O)cc1	11.2%	15.2%	2.3%	1.1%	20.6%
CCN(CC)S(=O)(=O)c1ccc(N2CCOCC2)c(NC(=O)c2ccc(C#N)cc2)c1	10.6%	8.2%	-19.2%	0.8%	6.5%
C/C(=N\NC(=O)c1nn(C)c(C)c1Br)c1ccc(NC(=O)c2ccccc2F)cc1	-0.4%	-2.5%	-1.5%	0.3%	-3.1%
CCOC(=O)CC1C(=O)NCCN1S(=O)(=O)c1ccc(NC(C)=O)cc1 (centres undefined)	-15.1%	-15.9%	-4.7%	2.3%	1.5%
COCCCn1nnnc1SCC(=O)N1c2ccccc2CC1C (centres undefined)	.	-3.8%	-10.8%	2.7%	-4.3%
CC(C)Cn1c(CN2CCN(C)C(CCO)C2)nc2ccccc21 (centres undefined)	-5.5%	-7.6%	-2.2%	0.1%	23.4%
C=CCN(C(=O)Nc1ccc2oc(C)nc2c1)c1ccccc1	0.1%	-11.0%	-13.2%	0.9%	7.7%
CN(C(=S)Nc1ccc(Oc2ccccc2)cc1)C1CCCCC1	?	6.8%	-2.8%	1.5%	1.7%
Cc1nn(Cc2ccccc2)c(C)c1C(=O)N1CCN(S(=O)(=O)/C=C/c2ccccc2)CC1	-25.4%	-2.1%	.	7.3%	-3.9%
Cc1ccc(SCC(=O)NC2CCS(=O)(=O)C2)cc1 (centres undefined)	-8.6%	3.3%	-6.5%	i	5.3%
CCn1nc(C)c(Br)c1-c1nc(CS(=O)(=O)c2ccc(F)cc2)no1	9.4%	1.4%	-3.3%	0.7%	9.3%
Cc1ccc(NS(=O)(=O)c2ccc(-n3cccn3)cc2)c(C)c1	10.7%	0.9%	10.6%	i	-3.7%
O=C(Nc1cccc2ccccc12)c1ccc(F)cc1	66.1%	-3.8%	8.9%	3.2%	-1.9%

Quoted from above for reference:
SMILES	M. tuberculosis	H37Rv inhibition	PhoP GFP inhibition	inhibitors of VEEV	influenza NS1A	others
COc1cc(/C=C2\SC(=S)N(CCC(=O)Nc3ccccc3)C2=O)cc(OC)c1OC	1.9%	-3.4%	2.2%	0.3%	-0.9%
Nn1c(Cc2cccc3ccccc23)nnc1SCn1nnc2ccccc2c1=O	-5.0%	-8.3%	-7.8%	8.2%	-16.3%
CCOc1ccccc1N1CCN(C(=O)c2ccccc2SCC(=O)N2CCCC2)CC1	6.1%	-27.6%	-9.6%	8.3%	-6.5%

Next section:
SMILES	M. tuberculosis	H37Rv inhibition	PhoP GFP inhibition	inhibitors of VEEV	influenza NS1A	others
CCOc1ccc(N(CC(=O)NCC2CCCO2)S(=O)(=O)c2ccc(C)cc2)cc1 (centres undefined)	4.3%	2.3%	7.7%	0.9%	5.2%
COc1ccc(NS(=O)(=O)c2cc(NC(=O)c3cc(F)c(F)cc3Cl)ccc2N2CCOCC2)cc1	15.2%	-0.6%	.	5.2%	8.4%
CCN1CCN(C(=O)/C=C/c2ccc3c(c2)OCO3)CC1	-6.2%	2.1%	20.4%	0.4%	0.2%
CCN1CCCC1CNC(=O)CCc1nnc(CCC2CCCCC2)o1 (centres undefined)	47.8%	-0.1%	-1.1%	1.5%	-1.7%
COc1ccc(N(CC(=O)NCc2ccco2)S(=O)(=O)c2ccc(C)cc2)cc1OC	-5.3%	-8.2%	11.3%	1.0%	8.8%
Cc1cccc(C)c1NC(=O)CSc1nnc([C@H](C)NC(=O)OC(C)(C)C)o1	0.3%	-0.7%	5.7%	1.8%	-0.7%
N=c1c2c3c(sc2ncn1Cc1ccco1)CCCCC3	5.2%	0.3%	-8.7%	1.1%	-1.2%
CCOC(=O)N1CCN(C(=O)CSc2nnc(Cc3ccccc3)o2)CC1	?	-4.5%	-7.6%	0.6%	0.0%
CCCCC1(CO)C(=O)N(c2ccccc2)N(c2ccccc2)C1=O	-1.9%	-0.4%	-19.8%	i	-1.5%
O=C(Nc1cccc2ncccc12)c1ccc(Br)c([N+](=O)[O-])c1	-19.0%	2.2%	-4.0%	i	-0.5%
Cn1c(N)c(S(=O)(=O)c2ccc(Br)cc2)c2nc3ccccc3nc21	0.7%	2.0%	-10.1%	6.3%	8.6%	inhibitors of VEEV 10K pilot screen=1.0
O=C(c1cccc(Cl)c1)N1CCC(=O)N(C(COCc2cccc(Cl)c2)Cc2ccccc2)CC1 (centres undefined)	46.1%	7.1%	-5.8%	3.1%	2.4%
Cc1cccc(Nc2nc(N)c([N+](=O)[O-])c(NCCO)n2)c1	24.9%	58.8%	7.0%	5.0%	1.1%
CC(C)[C@H](NC(=O)c1ccccc1)C(=O)OCC(=O)Nc1ncc(Cl)cc1Cl	-2.8%	-7.0%	.	1.2%	-8.4%
COc1ccc(CC(=O)N(C)C2CCCCC2)cc1S(=O)(=O)N1CCOCC1	1.6%	-4.3%	5.2%	1.2%	-4.4%
OCC[C@@H]1C[C@@H](O)[C@H](O)[C@]2(CCCO2)O1	-16.2%	-0.4%	1.3%	i	-14.9%
c1ccc(Nc2nc(N3CCCC3)nc(N3CCOCC3)n2)cc1	8.3%	9.5%	6.5%	0.4%	-60.1%	inhibitors of VEEV 10K pilot screen=2.0
COc1ccc(OC)c(Nc2nc(N(C)c3ccccc3)nc(N)c2[N+](=O)[O-])c1	21.0%	1.4%	-1.3%	6.6%	7.8%
Cc1ccc(NC(=S)c2ccncc2)cc1	9.6%	0.7%	-7.1%	i	0.6%
CCC(=O)N(Cc1ccco1)Cc1cc2cc3c(cc2[nH]c1=O)OCO3	26.4%	3.5%	-7.9%	0.9%	-3.5%
COc1ccc(C)cc1NC(=O)CN1C(=O)COc2ccc(C)cc21	-6.8%	7.0%	-4.6%	2.0%	-0.5%
CCC(CC)c1nnc(NC(=O)CCS(=O)(=O)Cc2ccccc2)s1	50.8%	1.9%	2.1%	1.9%	-10.5%
Cn1c(Cn2nnc3ccccc32)nnc1SCC(=O)c1ccccc1F	7.6%	-0.8%	15.6%	1.6%	-5.5%
CSc1ccc(CN2CCCCCC2)cc1	3.4%	-6.0%	2.2%	0.1%	-6.9%
CC(NC(=O)[C@H](C)NC(=O)c1ccco1)c1ccc(S(N)(=O)=O)cc1 (some centres undefined)	-9.0%	7.4%	14.8%	4.1%	2.1%
COc1ccc2oc(C(=O)OCC(=O)NCCc3ccccc3)c(C)c2c1	-14.8%	-3.2%	-0.2%	1.5%	-3.5%
COC(=O)CCC(=O)c1oc2ccc(OC)cc2c1N	18.9%	-6.0%	3.6%	1.3%	3.3%	inhibitors of VEEV 10K pilot screen=2.3
COc1ccc(CCC(=O)OC(C)C(=O)c2ccc(C)cc2)cc1 (centres undefined)	52.0%	-2.5%	-3.3%	2.4%	6.9%
